TcdB GH inh: TcdB glycohydrolase inhibitors, primary screen, biochemical, single point, plate reader; inhibition, % at 9.99 µM; 0.24% of 350,000 active; Toxin B (Clostridioides difficile), P18177; TcdB glycohydrolase enzymatic assay; in the data active means inhibition above about 10%
The depositor's hits bear a star; & = joins results of further samples.

SMILES	TcdB GH inh
N#C[C@@H]1[C@@H](c2ccccc2C2=CCCC2)[C@H](CO)N1C(=O)C1CC1	0.7
COc1ccc(S(=O)(=O)Nc2ccc3c(c2)CC(=O)N([C@H](C)CO)C[C@H](C)[C@H](CN(C)Cc2ccccc2)O3)cc1	0.3
CCCNC(=O)N1C[C@@H](O)COC[C@@H]2O[C@@H](CC(=O)N3CCOCC3)CC[C@H]21	-2.4
Cc1noc(C)c1NC(=O)N(C)C[C@@H]1Oc2c(cccc2N(C)C)C(=O)N([C@@H](C)CO)C[C@H]1C	-0.2
COc1ccccc1-c1ccc2c(c1)[C@H]1[C@H](CCN1C(=O)C1CCOCC1)[C@H](CO)N2	1.1
C[C@H](CO)N1C[C@H](C)[C@@H](CN(C)C(=O)CN(C)C)Oc2cc(Br)ccc2S1(=O)=O	-0.2
O=C1CS(=O)(=O)C(c2ccccc2)N1c1ccc(Cl)cc1 (stereo unspecified)	1.9
C[C@H]1CCCCO[C@H](CN(C)Cc2ccncc2)[C@@H](C)CN([C@@H](C)CO)C(=O)c2cc(NC(=O)C3CCCCC3)ccc2O1	0.0
CN1C(=O)c2cc(NC(=O)c3cnccn3)ccc2OC[C@H]2O[C@H](CC(=O)NC3CCC3)CC[C@@H]21	-0.8
CCC(=O)N1CC[C@H]2[C@@H]1c1cc(-c3ccc(F)cc3)ccc1N(C)[C@H]2CO	0.3
COc1ccc2c3c(n(C)c2c1)[C@@H](CO)N(C(=O)C1CCCC1)CC31CCN(C(=O)Nc2cccc(F)c2)CC1	-1.0
CO[C@@H]1CN(C)C(=O)c2ccc(NS(=O)(=O)c3cn(C)cn3)cc2OC[C@@H](C)N(Cc2ccc(C(F)(F)F)cc2)C[C@H]1C	1.6
Cc1noc(C)c1NC(=O)Nc1ccc2c(c1)C(=O)N([C@@H](C)CO)C[C@H](C)[C@H](CN(C)S(=O)(=O)c1cccs1)O2	-1.4
COc1cc(CN2CC3(CN(C(=O)NC(C)C)C3)c3c(n(C)c4cc(OC)ccc34)[C@@H]2CO)cc(OC)c1	-1.0
C[C@@H]1CN([C@@H](C)CO)C(=O)c2cc(NC(=O)Nc3ccccc3)ccc2O[C@@H](C)CCCCO[C@H]1CN(C)C(=O)c1ccccc1	1.5
C[C@@H]1CN([C@H](C)CO)S(=O)(=O)c2ccc(-c3ccc(F)cc3)cc2O[C@@H]1CN(C)C(=O)C1CCCCC1	0.3
CC(C)NC(=O)N(C)C[C@@H]1Oc2c(NC(=O)C3CCCCC3)cccc2C(=O)N([C@@H](C)CO)C[C@@H]1C	-0.2
N#C[C@@H]1[C@H](c2ccccc2/C=C/c2ccccc2)[C@H](CO)N1S(=O)(=O)c1cccc(F)c1	-0.6
CNC[C@H]1Oc2cc(C#Cc3cccnc3)ccc2S(=O)(=O)N([C@@H](C)CO)C[C@@H]1C	0.9
C[C@@H]1CN([C@H](C)CO)C(=O)Cc2cc(NC(=O)CCN3CCOCC3)ccc2O[C@H]1CN(C)Cc1ccc(C(F)(F)F)cc1	-0.5
CC(=O)N(C)C[C@H]1Oc2cc(C#CCC(C)C)ccc2S(=O)(=O)N([C@H](C)CO)C[C@H]1C	1.0
C[C@H](CO)N1C[C@H](C)[C@H](CN(C)CC2CCCCC2)OCCCC[C@H](C)Oc2ccc(NC(=O)Cc3ccccc3)cc2C1=O	-0.3
CN1C(=O)c2cc(NS(C)(=O)=O)ccc2OC[C@@H]2O[C@@H](CC(=O)N3CCOCC3)CC[C@@H]21	-0.7
CO[C@@H]1CC[C@@H]2CCN(C)C(=O)[C@@H](C)CN(C)C(=O)c3cc(C#N)ccc3OC[C@H]1O2	0.0
COc1ccc(S(=O)(=O)N(C)C[C@H]2OCCCC[C@H](C)Oc3ccc(NC(=O)CCC(F)(F)F)cc3C(=O)N([C@@H](C)CO)C[C@H]2C)cc1	-0.6

Some of the entries so far, field by field.
> C[C@@H]1CN([C@H](C)CO)C(=O)Cc2cc(NC(=O)CCN3CCOCC3)ccc2O[C@H]1CN(C)Cc1ccc(C(F)(F)F)cc1
- TcdB GH inh: -0.5
> CC(=O)N(C)C[C@H]1Oc2cc(C#CCC(C)C)ccc2S(=O)(=O)N([C@H](C)CO)C[C@H]1C
- TcdB GH inh: 1.0
> C[C@H](CO)N1C[C@H](C)[C@H](CN(C)CC2CCCCC2)OCCCC[C@H](C)Oc2ccc(NC(=O)Cc3ccccc3)cc2C1=O
- TcdB GH inh: -0.3

The listing picks up, repeating the 6 entries before the break.
SMILES	TcdB GH inh
C[C@@H]1CN([C@H](C)CO)C(=O)Cc2cc(NC(=O)CCN3CCOCC3)ccc2O[C@H]1CN(C)Cc1ccc(C(F)(F)F)cc1	-0.5
CC(=O)N(C)C[C@H]1Oc2cc(C#CCC(C)C)ccc2S(=O)(=O)N([C@H](C)CO)C[C@H]1C	1.0
C[C@H](CO)N1C[C@H](C)[C@H](CN(C)CC2CCCCC2)OCCCC[C@H](C)Oc2ccc(NC(=O)Cc3ccccc3)cc2C1=O	-0.3
CN1C(=O)c2cc(NS(C)(=O)=O)ccc2OC[C@@H]2O[C@@H](CC(=O)N3CCOCC3)CC[C@@H]21	-0.7
CO[C@@H]1CC[C@@H]2CCN(C)C(=O)[C@@H](C)CN(C)C(=O)c3cc(C#N)ccc3OC[C@H]1O2	0.0
COc1ccc(S(=O)(=O)N(C)C[C@H]2OCCCC[C@H](C)Oc3ccc(NC(=O)CCC(F)(F)F)cc3C(=O)N([C@@H](C)CO)C[C@H]2C)cc1	-0.6
CCCNC(=O)Nc1ccc2c(c1)C(=O)N(C)C[C@@H](OC)[C@@H](C)CN(C(=O)C1CCC1)[C@H](C)CO2	-1.1
CCCNC(=O)Nc1ccc2c(c1)C(=O)N(C)C[C@@H](OC)[C@H](C)CN(C(=O)C1CCCC1)[C@H](C)CO2	1.3
COc1ccc(NC(=O)Nc2cccc3c2O[C@@H](CN(C)C(=O)Nc2ccc4c(c2)OCO4)[C@H](C)CN([C@H](C)CO)C3=O)cc1	-0.2
CNC[C@@H]1Oc2c(NC(=O)Nc3ccc4c(c3)OCO4)cccc2C(=O)N([C@H](C)CO)C[C@H]1C	0.6
C[C@@H]1CN([C@H](C)CO)C(=O)c2cc(NC(=O)Nc3ccc(C(F)(F)F)cc3)ccc2O[C@@H]1CN(C)C(=O)Nc1ccc(F)cc1	2.3
CCCC#Cc1cnc2c(c1)C(=O)N([C@@H](C)CO)C[C@@H](C)[C@@H](CN(C)C(=O)Nc1ccc(OC)cc1)O2	-0.1
C[C@H](CO)N1C[C@H](C)[C@H](CN(C)Cc2ccc(C(F)(F)F)cc2)Oc2ccc(NC(=O)C3CC3)cc2CC1=O	0.6
Cc1ccc(S(=O)(=O)Nc2ccc3c(c2)C(=O)N([C@H](C)CO)C[C@@H](C)[C@@H](CN(C)Cc2ccccc2)O3)cc1	0.6
O=C(C[C@H]1C[C@@H]2c3cc(NC(=O)C4CCOCC4)ccc3O[C@@H]2[C@H](CO)O1)NCC1CC1	-1.0
O=C(c1cccc(F)c1)N1CC(=O)N2[C@H](C1)[C@@H](c1ccc(C#Cc3ccc(F)cc3)cc1)[C@@H]2CO	0.0
CC(C)CC#Cc1cnc2c(c1)C(=O)N([C@@H](C)CO)C[C@H](C)[C@@H](CN(C)Cc1ccccc1)O2	1.7
CCCN(C)C[C@H]1Oc2cc(/C=C/c3ccccc3)ccc2S(=O)(=O)N([C@@H](C)CO)C[C@H]1C	0.6
CCCNC(=O)C[C@@H]1CC[C@H]2[C@@H](COc3ccc(NC(=O)CCC)cc3C(=O)N2C)O1	-1.0
CN1C(=O)c2cc(NS(=O)(=O)c3ccccc3Cl)ccc2OC[C@@H]2O[C@H](CC(=O)O)CC[C@@H]21	-0.4
CNC[C@H]1Oc2ccc(NS(=O)(=O)c3c(C)noc3C)cc2CC(=O)N([C@H](C)CO)C[C@@H]1C	-0.9
CC(C)NC(=O)N(C)C[C@@H]1OCCCC[C@H](C)Oc2ccc(NC(=O)Cc3ccccc3)cc2C(=O)N([C@H](C)CO)C[C@H]1C	0.3
C[C@@H]1CN([C@H](C)CO)C(=O)c2cc(NC(=O)CCN3CCOCC3)ccc2O[C@H]1CN(C)S(=O)(=O)c1ccc(Cl)cc1	0.3
CCS(=O)(=O)N1CCC2(CC1)CN(C(=O)c1ccc(F)cc1)[C@@H](CO)c1c2c2ccc(OC)cc2n1C	0.5
C[C@H]1CN([C@@H](C)CO)C(=O)c2cc(NC(=O)Nc3ccc(C(F)(F)F)cc3)ccc2O[C@@H]1CN(C)S(=O)(=O)c1ccc(Cl)cc1	0.0
COc1ccc(C#Cc2ccc([C@@H]3[C@@H](CO)N4CCCCN(C(=O)Nc5ccccc5)C[C@@H]34)cc2)cc1	-1.5
COCCN(C[C@H]1N[C@H](CO)[C@@H]1c1ccccc1)C(=O)NC1CCCC1	1.2
C[C@@H]1CN([C@@H](C)CO)S(=O)(=O)c2ccc(-c3ccccc3)cc2O[C@H]1CN(C)C(=O)C1CCCCC1	-1.7
COc1ccccc1NC(=O)N(C)C[C@@H]1Oc2ncc(C#CCN(C)C)cc2C(=O)N([C@@H](C)CO)C[C@H]1C	-1.6
O=C(C1CCCC1)N1[C@@H](CO)[C@@H]2c3ccccc3N(S(=O)(=O)c3ccc(F)cc3)C[C@@H]21	2.0
C[C@@H]1CN([C@@H](C)CO)C(=O)c2cc(NC(=O)Nc3ccccc3)ccc2O[C@@H]1CN(C)Cc1ccc(C(=O)O)cc1	0.2
Other structures follow:
SMILES	TcdB GH inh
C[C@@H]1CCCCO[C@H](CN(C)S(=O)(=O)c2cccs2)[C@H](C)CN([C@@H](C)CO)C(=O)c2cc(NS(=O)(=O)c3cn(C)cn3)ccc2O1	1.1
CO[C@H]1CN(C)C(=O)c2ccc(NS(=O)(=O)c3cccc(Cl)c3)cc2OC[C@@H](C)NC[C@H]1C	-3.3
CCCNC(=O)N1[C@@H](CO)[C@@H]2c3ccccc3N(C)C[C@@H]21	-0.2
O=C(NCC[C@@H]1CC[C@@H](NC(=O)C2CCOCC2)[C@H](CO)O1)c1cc(Cl)cc(Cl)c1	1.9
O=C(N[C@H]1CC[C@@H](CCNC(=O)C2CCCCC2)O[C@@H]1CO)c1ccccn1	-0.5
CC(C)CC#Cc1ccc2c(c1)O[C@H](CN(C)C(=O)C1CCC1)[C@H](C)CN([C@@H](C)CO)S2(=O)=O	-0.5
N#Cc1cccc(-c2ccc(C3[C@@H]4CN(Cc5cocn5)C[C@H]3N4)cc2)c1 (stereo partly specified)	-0.4
CC(C)CC#Cc1cnc2c(c1)C(=O)N([C@H](C)CO)C[C@@H](C)[C@H](CN(C)Cc1ccc3c(c1)OCO3)O2	0.2
C[C@H]1CN([C@@H](C)CO)C(=O)c2cc(C#CCN(C)C)cnc2O[C@@H]1CN(C)Cc1ccc(-c2ccccc2)cc1	0.6
CCCNC(=O)[C@H]1[C@H](CO)[C@H]2Cn3c(ccc(/C=C/c4ccccc4)c3=O)[C@H]2N1CCC	0.4
CN(C)CCCNC(=O)C[C@H]1C=C[C@H](NC(=O)c2ccccc2F)[C@@H](CO)O1	-1.0
COc1ccc(S(=O)(=O)N(C)C[C@H]2Oc3ccc(NC(=O)CCN4CCOCC4)cc3CC(=O)N([C@H](C)CO)C[C@H]2C)cc1	0.3
O=C(c1ccncc1)N1CC(=O)N2[C@H](CO)[C@H](c3ccc(-c4cccnc4)cc3)[C@H]2C1	-0.6
Cc1noc(C)c1S(=O)(=O)Nc1ccc2c(c1)C(=O)N([C@@H](C)CO)C[C@@H](C)[C@@H](CN(C)S(=O)(=O)c1ccc(Cl)cc1)O2	0.4
O=C(C[C@@H]1CC[C@H]2[C@@H](COC[C@H](O)CN2Cc2cc(F)ccc2F)O1)NCc1ccc(Oc2ccccc2)cc1	0.0
O=C(C[C@@H]1CC[C@@H]2[C@H](COC[C@@H](O)CN2Cc2cc(F)cc(F)c2)O1)Nc1nccs1	-1.6
C[C@H]1CN([C@@H](C)CO)C(=O)Cc2cc(NC(=O)CCN3CCOCC3)ccc2O[C@H]1CN(C)Cc1ccc(C(F)(F)F)cc1	0.8
COc1ccc(S(=O)(=O)Nc2ccc3c(c2)C(=O)N([C@H](C)CO)C[C@H](C)[C@H](CN(C)C(=O)CCC(F)(F)F)OCCCC[C@H](C)O3)cc1	1.3
C[C@H]1CN([C@@H](C)CO)S(=O)(=O)c2ccc(C#CC3(O)CCCC3)cc2O[C@@H]1CN(C)CC1CC1	-0.8
O=C(NCc1ccccc1)[C@]1(CCS(=O)(=O)c2ccccc2)N=C(c2ccc(OCCCO)cc2)O[C@@H]1c1ccccc1	-2.2
O=S(=O)(c1ccc(-c2ccccc2)cc1)N1[C@@H]2CNC[C@H]1C2c1ccc(-c2cccnc2)cc1 (stereo partly specified)	-0.6&1.6
O=C(c1cccc(F)c1)N1C[C@@H]2[C@H](c3ccccc31)[C@H](CO)N2C(=O)c1ccccn1	-0.3
C[C@H](CO)N1C[C@H](C)[C@H](CN(C)C(=O)c2ccccn2)Oc2cc(C3=CCCC3)ccc2S1(=O)=O	-0.7
C[C@@H]1CCCCO[C@H](CN(C)CC2CCCCC2)[C@@H](C)CN([C@H](C)CO)C(=O)c2cc(NC(=O)Nc3ccc(F)cc3)ccc2O1	-0.5
O=C(Nc1ccccc1)N1CCCCN2[C@H](CO)[C@H](c3ccc(-c4ccccc4F)cc3)[C@H]2C1	0.7
Continuation:
SMILES	TcdB GH inh
O=C([C@@H]1[C@@H](CO)[C@@H]2Cn3c(ccc(-c4ccc(F)cc4)c3=O)[C@@H]2N1Cc1cocn1)N1CCOCC1	0.0
COc1ccc(CN(C)C[C@@H]2Oc3c(NC(=O)Nc4ccc5c(c4)OCO5)cccc3C(=O)N([C@H](C)CO)C[C@H]2C)cc1	-0.3
COCC#Cc1ccc2c(c1)O[C@@H](CN(C)C(=O)COC)[C@@H](C)CN([C@@H](C)CO)S2(=O)=O	-0.5
C[C@H]1CN([C@@H](C)CO)C(=O)c2cc(-c3ccccc3)cnc2O[C@@H]1CN(C)C(=O)Nc1ccccc1F	-4.6
O=C(NCC[C@@H]1CC[C@@H](NS(=O)(=O)c2ccc(F)cc2)[C@@H](CO)O1)Nc1ccc(Cl)cc1	-0.7
CCCNC(=O)C[C@@H]1CC[C@@H]2[C@@H](COc3ccc(NC(=O)c4ccccc4)cc3C(=O)N2C)O1	-1.7

Screening data from PubChem BioAssay.

Some of the compounds tested (hit frequency here may not be typical).
